Screening results from PubChem BioAssay.
ERK EGF block = qHTS Assay for Inhibitors of the ERK Signaling Pathway using a Homogeneous Screening Assay; Stimulation with EGF. HEK293-V1b, EGF-stimulated phospho-ERK AlphaScreen. AID 1454, 2008. Potency, µM (titrated, usually from 11.5 µM), for inactives: top-dose activity change, negative = inhibition, usual class: inhibitors. 130,000 tested, 0.41% active; active = well fitted inhibition curve with a large enough effect; inconclusive = small, poorly fitted or top-dose-only effect, or effect the other way;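 also: plate controls were stimulated vehicle wells for no effect and unstimulated vehicle basal for full effect; nearly all actives have a fitted effect of over 55% in size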
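Readout: AlphaScreen signal for phosphorylated ERK in lysed HEK293 cells stably expressing V1b. Stimulus 25 nM EGF, 5 min, following 30 min compound exposure. Data scaled to DMSO basal and full EGF activation.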
Active calls of the source: *; ? = inconclusive; & = joins results of further samples; [ ] = remark or other dose. Potency is read from the fitted curve at half-maximal effect. Some of the compounds tested; rates above refer to the full screens.

entry	ERK EGF block	Compound
1	-14%[57.5 µM]	Cc1nnc(SCC(=O)N2CCCC(C(=O)c3ccc(Cl)cc3)C2)o1 (stereo unspecified)
2	2%	CC(=O)c1ccc(NC(=O)C2CCN(S(=O)(=O)c3cccc4cccnc34)CC2)cc1
3	27%	CCCCNC(=O)C12CCC(C)(C(=O)C1Br)C2(C)C (stereo unspecified)
4	5%[57.5 µM]	COc1ccccc1C(=O)C1CCCN(Cc2cn[nH]c2C2CCCCC2)C1 (stereo unspecified)
5	3%	CN(CCC#N)C(=S)Nc1ccc(S(=O)(=O)N2CCOCC2)cc1
6	4%	CSc1ncccc1C(=O)NCCc1ccc(Cl)cc1
7	2%[57.5 µM]	COc1ccccc1N1CCN(C(=O)c2ccc(Cn3c(=O)[nH]c4ccsc4c3=O)cc2)CC1
8	?	O=C(COC(=O)c1ccc2[nH]c3c(c2c1)CCCC3)Nc1ccccc1
9	20%	CCC(/C=C/C(C)C1CCC2C3CC=C4CC(O)CC[C@@]4(C)C3CC[C@@]12C)C(C)C (stereo partly specified)
10	-2%	CC1=C(c2ccc(C)cc2)[N+](=O)C(C)(C)N1[O-]
11	7%	Cc1cc(/C=C2/NC(=S)NC2=O)c(C)n1-c1cccnc1
12	4%[57.5 µM]	CC(C)(C)OC(=O)N1CCC2(CC1)Oc1ccc(F)cc1C(=O)C21CC(c2cccnc2)=NO1 (stereo unspecified)
13	24%	CSc1ccccc1C(=O)C1CCCN(C(=O)c2csnn2)C1 (stereo unspecified)
14	-2%	CCc1cc(-c2n[nH]c(CCC(=O)O)c2-c2nc3ccccc3n2C)c(O)cc1O
15	3%	O=C(/C=C/c1ccccc1[N+](=O)[O-])OC1CCCCC1=O (stereo unspecified)
16	-2%	O=C(c1cc(COc2ccc(F)cc2F)on1)N1CCSCC1
17	2%&-5%	CC(=O)N[C@@H](Cc1c[nH]c2ccccc12)C(=O)OCc1cc(C(F)(F)F)cc(C(F)(F)F)c1
18	0%	Cn1c(=O)c(Oc2ccc(F)cc2)c(O)c2ccccc21
19	-2%[57.5 µM]	Cc1cc(C)n(CCN(C)Cc2cn[nH]c2-c2ccc(F)cc2F)n1
20	25%	COc1ccc(NC(=O)C/C(C)=N/NC(=O)C(=O)Nc2cccc(Cl)c2C)c(OC)c1
21	-2%	CN(C)C(=O)c1ccc(-n2cnc3ccccc3c2=O)cc1
22	-8%	CS(=O)(=O)N1CCCC(C(=O)N2CCN(c3cccc(Cl)c3)CC2)C1 (stereo unspecified)
23	3%	S=C1NCCOCCOCCOCCOCCNC(=S)N2CCOCCOCCN1CCOCC2
24	-7%	Nc1nc(SCC(=O)NC2CCCc3ccccc32)n[nH]1 (stereo unspecified)
25	-4%[57.5 µM]	COC(=O)CN=C1OC(=O)N2C(=O)C3=C4[C@@H](C[C@H]5C(=O)N(c6ccccc6)C(=O)[C@H]5[C@H]4[C@@]12Cc1ccccc1)[C@H]1C(=O)N(c2ccccc2)C(=O)[C@H]1[C@H]3C
26	-8%[57.5 µM]	CCOC(=O)COc1ccc2c(=O)c(-c3ccccc3)coc2c1
27	-9%[57.5 µM]	CCNc1nc(NC(C)C)nc(Oc2ccc(=O)n(C)n2)n1
28	-2%[57.5 µM]	CC1=NS(=O)(=O)c2cc(Cl)ccc2N1
29	3%[57.5 µM]	Cc1nnc(NC(=O)c2ccccc2-c2ccccc2C(=O)O)s1
30	5%	COC(=O)c1cn(NC(=O)c2ccc([N+](=O)[O-])c(C)c2)c(=O)c2ccccc12

For reference, some entries already given.
entry	ERK EGF block	Compound
1	-14%[57.5 µM]	Cc1nnc(SCC(=O)N2CCCC(C(=O)c3ccc(Cl)cc3)C2)o1 (stereo unspecified)
2	2%	CC(=O)c1ccc(NC(=O)C2CCN(S(=O)(=O)c3cccc4cccnc34)CC2)cc1
3	27%	CCCCNC(=O)C12CCC(C)(C(=O)C1Br)C2(C)C (stereo unspecified)
4	5%[57.5 µM]	COc1ccccc1C(=O)C1CCCN(Cc2cn[nH]c2C2CCCCC2)C1 (stereo unspecified)
5	3%	CN(CCC#N)C(=S)Nc1ccc(S(=O)(=O)N2CCOCC2)cc1

(list continues)
entry	ERK EGF block	Compound
31	9%	CCC(=O)Nc1c(C)n[nH]c1C
32	6%	CCc1c(C)sc(NC(=O)C2CC2)c1C(=O)OC(C)C
33	-9%[57.5 µM]	O=C(O)c1ccc2c(c1)SC1=NS(=O)(=O)CCN12
34	1%	CN(C)c1ccc(NC(=O)/C=C/c2ccccc2Cl)cc1
35	1%	Cc1nn(-c2ccccc2)c(N)c1Sc1cccc([N+](=O)[O-])c1
36	-5%	O=C(CSc1ccccc1)Nc1ccc(-c2nc3ccccc3[nH]2)cc1
37	0%	COc1ccc(C2CC2C(=O)c2ccccn2)cc1 (stereo unspecified)
38	3%	CCC/C=C(\CCC)C(NS(=O)(=O)CC12CCC(CC1=O)C2(C)C)c1ccc(C(=O)OC)cc1 (stereo unspecified)
39	6%[57.5 µM]	CCc1c(O)nc(SCC(=O)Nc2nc3ccccc3s2)n(-c2ccccc2)c1=O
40	1%	COc1ccccc1Oc1nc(-c2cccnc2)nc2ccccc12
41	-6%	CCOC1OC(=O)C(Cl)=C1Nc1ccc(C)cc1C (stereo unspecified)
42	-2%	CCOc1ccc(-n2c(-c3ccc(OC)cc3)c[n+]3c2CCCCC3)cc1
43	-14%	O=C(O)CSc1ccc(Oc2ccc(SCC(=O)O)cc2)cc1
44	1%	COc1ccc(CCCc2n[nH]c(=S)o2)cc1
45	0%	CCn1c(C)nc2cc(S(N)(=O)=O)ccc21
46	-1%[57.5 µM]	C/C=C/C=C\C(=O)Nc1cccc(C2=NOC3(C2)C[C@H](C(N)=O)N(C(=O)/C=C/C)C3)c1 (stereo partly specified)
47	7%[57.5 µM]	COc1ccc(Cl)cc1S(=O)(=O)N1CCC(O)(c2ccc(Cl)cc2)CC1
48	5%	Cn1c(=O)[nH]c(=O)c2c1nc(N1CCCCC1)n2CCCSc1nc2ccccc2s1
49	6%	COc1ccccc1C(=O)NC(C)C(c1cccs1)N1CCN(C)CC1 (stereo unspecified)
50	0%[57.5 µM]	O=C(O)CNC(=S)N(Cc1ccc(F)cc1)C1CCCCC1
51	3%	Cc1ccc(Cn2nnnc2CN2CCC(O)(c3ccccc3F)CC2)cc1
52	2%	Cc1ccc(S(=O)(=O)N2CCN(Cc3nc4sc5c(c4c(=O)[nH]3)CCCC5)CC2)cc1
53	15%	CC1CCN(C(=O)C(C)c2ccc([N+](=O)[O-])cc2)CC1 (stereo unspecified)
54	3%	COc1ccc2cc3cc(C(=O)NCc4cccnc4)oc3nc2c1
55	-2%[57.5 µM]	O=C(CSc1nc2ncc(Cl)cc2[nH]1)NCC(=O)Nc1ccc(F)c(F)c1F
56	-14%	CCOc1ccc(S(=O)(=O)N2CCc3cc(OC)c(OC)cc3C2)cc1
57	-11%[57.5 µM]	NC(=O)c1sc2nc3c(cc2c1N)CCCCCC3
58	-4%	Cn1cc([N+](=O)[O-])c(C(=O)NNC(=O)c2ccc([N+](=O)[O-])cc2Cl)n1
59	-7%	CC(C)Cn1nnnc1S(=O)(=O)Cc1cccc(C#N)c1
60	0%	Cc1ccc(Cl)cc1N1CCN(C(=O)COc2ccc3c(c2)CCC3)CC1
61	10%	Cc1cc(C)n(-c2cc(N3CCN(S(=O)(=O)c4ccc(Cl)cc4)CC3)ccc2[N+](=O)[O-])n1
62	-3%	COC(=O)c1ccc(C(NC(=O)OCc2ccccc2)/C(C)=C/[C@@H](C)C(=O)NC2CCCCC2)cc1 (stereo partly specified)
63	4%	CCN1CCc2nc(NC(=O)c3cc(F)c(F)cc3Cl)sc2C1
64	0%	Cc1ccc(NC(=O)CC2S/C(=N/N=C/c3ccco3)NC2=O)cc1Cl (stereo unspecified)
65	-5%	O=C(O)c1ccc(NCc2cccc(Br)c2)cc1
66	-11%	Cc1cc(Br)c(NC(=O)COn2nnc3ccc(S(C)(=O)=O)cc32)c(Br)c1
67	23%	Cc1cc(Br)c(NC(=O)CCl)c(Br)c1
68	-4%	Fc1cccc(COc2ccccc2CNc2ccccc2)c1
69	-13%	Cn1nnnc1NCc1cccc(Cl)c1
70	0%	CC(=O)c1cc(C#N)c(SCc2ccccc2C#N)nc1C
71	-3%	Cc1ccc(S(=O)(=O)N2CCCOC2CNC(=O)C(=O)NC2CCCCC2)cc1 (stereo unspecified)
72	?	COc1cc(O)c(C(CCN2CCOCC2)c2ccc(N(C)C)cc2)c(OC)c1 (stereo unspecified)
73	14%[57.5 µM]	CCOC(=O)N1CCc2c(sc(NC(=O)CN(CC)CC)c2C#N)C1
74	-4%	CCC(C)[C@H](NC(=O)NC(C)C)C(=O)O (stereo partly specified)
75	-3%	CCCC(CCC)c1nc2ccncc2[nH]1
76	5%	COc1cc(/C=N/NC(N)=O)ccc1OC(=O)c1ccco1
77	-2%	CC(C)Cc1nnc(NC(=O)Cc2ccc([N+](=O)[O-])cc2)s1
78	-9%	COc1ccccc1C(=O)NNC(=O)c1ccc(NC(=O)c2ccccc2)cc1
79	6%	COC(=O)c1c(NC(=O)c2ccccc2[N+](=O)[O-])sc2c1CC(C)(C)NC2(C)C
80	1%	NC(=O)c1cc(C(=O)c2ccc(Cl)cc2Cl)c[nH]1
81	?	COC(=O)c1cc(=O)n(-c2ccc(F)cc2)c(=Nc2ccc(F)cc2)s1
82	-4%[57.5 µM]	COc1ccc(-c2csc(NC(=S)NC(=O)c3ccccc3)n2)cc1Br
83	-7%	CCn1c2ccccc2c2nnc(SCC(=O)N(C)C3CCS(=O)(=O)C3)nc21 (stereo unspecified)
84	-10%	CCC(=O)c1ccc(OCC(=O)OCC(=O)Nc2sccc2C(N)=O)cc1
85	-2%	O=C(Nc1ccc(OC(F)(F)F)cc1)c1ccc2ccccc2n1
86	-2%	CC(Oc1ccc(Cl)cc1)C(=O)NCCN1C(=O)S/C(=C\c2cccnc2)C1=O (stereo unspecified)
87	-10%	Cc1ccc(C2CC(=O)NC(SCc3ccccc3)=C2C#N)cc1 (stereo unspecified)
88	-4%	O=C(O)c1ccc2c(c1)S(=O)(=O)N=C1CCCCCN12
89	-1%[57.5 µM]	Cc1cc(NC(=O)COC(=O)[C@@H](NS(=O)(=O)c2ccc(Br)cc2)C(C)C)no1
90	-10%	COc1cc(C)c(Cl)cc1S(=O)(=O)N1CCCC1

Carrying on:
entry	ERK EGF block	Compound
91	-14%[57.5 µM]	CC(C)(C)n1cn[nH]c1=S
92	?	COc1ccc(OC)c(/C=C2\SC(=S)N(C(C(=O)O)c3ccccc3)C2=O)c1 (stereo unspecified)
93	8%	CCN(CC)C(C(=O)Nc1ccc2c(c1)OCO2)c1ccccc1 (stereo unspecified)
94	-5%	COC(=O)CCCC1=CC2=CC(=O)C(C)(OC(=O)C3CCCC3)C(=O)C2=CO1 (stereo unspecified)
95	?	CCOC(=O)C1(Cc2cccc(OC)c2)CCN(C/C=C/c2ccc(OC)cc2)CC1
96	-6%	CC(C)[C@@H](CC(=O)N[C@@H]1CCNC[C@H]1C(=O)N[C@H](CC(=O)N[C@@H](CCC(=O)O)CC(=O)O)Cc1c[nH]c2ccccc12)NC(=O)C[C@H](CO)NC(=O)[C@@H]1CNCC[C@H]1N
97	0%&-6%	CC(=O)N1CC=CC1(C)C(=O)NCc1cc(F)cc(C(F)(F)F)c1 (stereo unspecified)
98	-2%	CCOC(=O)c1sc(N=NC2=C(O)CCCC2=O)c(C(=O)OCC)c1C
99	3%	S=C1NC2(CCCC2)N=C1c1ccccc1
100	-7%	O=C(Nc1cccc(F)c1)C1CCN(C(=O)c2ccc(Cl)cc2)CC1
101	13%	Cc1ccsc1CN1CCC(C(=O)NCc2ccccc2Cl)CC1
102	6%	CNC(=O)c1c(Cl)cnn1-c1ccccc1
103	-8%	N[C@H](CCC(=O)NCC(=O)O)C(=O)O
104	-1%	Cc1cccc2c3nc4ccccc4nc3n(CCCN3C(=O)c4ccccc4C3=O)c12
105	6%	CCCC(=O)OCCn1c(Br)nc2c1c(=O)[nH]c(=O)n2C
106	2%	O=C(NCc1cccnc1)Nc1ccccc1F
107	3%	COC(=O)CC1=NN(c2ccc(OC)cc2)C(=O)/C1=C\c1ccc(Cl)cc1
108	-3%	Cc1cc(C)nc(NS(=O)(=O)c2ccc(NC(=O)Nc3ccccc3)cc2)n1
109	-18%	COc1ccc2[nH]c(=O)c(CN(c3ccc(C)c(C)c3)S(C)(=O)=O)cc2c1
110	13%	Cc1cc(C)n(CC(O)COc2ccccc2C)n1 (stereo unspecified)
111	-1%	CCOCc1nnc(NC(=O)CSc2ccc(C)cc2)s1
112	-3%	COc1ccc(-n2nnnc2SCC(=O)Nc2ccccc2N2CCOCC2)cc1OC
113	8%	Cc1cc(C)nc(N2CCC(C(=O)NCc3ccccc3F)CC2)n1
114	-2%[57.5 µM]	Cc1ccc(Sc2c([N+](=O)[O-])c(C)nn2C)cc1
115	?	COc1cc2c(cc1OC)-c1cc(=Nc3c(C)cc(C)cc3C)n(C)c(=O)n1CC2
116	-4%[57.5 µM]	O=C(CSc1nc(-c2ccccc2)nc2ccc(F)cc12)Nc1cccc(C(=O)O)c1
117	-9%	Cc1ccccc1NS(=O)(=O)c1ccc(C)c(NS(C)(=O)=O)c1C
118	-5%	O=C(Cc1c[nH]c2ccccc12)NCc1cccs1
119	-2%	O=C(CN1CCN(c2ccccc2)CC1)Nc1ccccc1Cl

Part of the list above in order of length of the SMILES, high to low:
entry	ERK EGF block	Compound
109	-18%	COc1ccc2[nH]c(=O)c(CN(c3ccc(C)c(C)c3)S(C)(=O)=O)cc2c1
92	?	COc1ccc(OC)c(/C=C2\SC(=S)N(C(C(=O)O)c3ccccc3)C2=O)c1 (stereo unspecified)
114	-2%[57.5 µM]	Cc1ccc(Sc2c([N+](=O)[O-])c(C)nn2C)cc1
101	13%	Cc1ccsc1CN1CCC(C(=O)NCc2ccccc2Cl)CC1
118	-5%	O=C(Cc1c[nH]c2ccccc12)NCc1cccs1
99	3%	S=C1NC2(CCCC2)N=C1c1ccccc1
